# Neddylation inh: cullin neddylation inhibition; calls only at 25 µM; P61081+Q13564; 0.58% of 360,000 active; TR-FRET cullin neddylation, biochemical; in the data active = inhibition above about 36%
# TbMetRS inhib: blocks T. brucei methionyl-tRNA synthetase activity; purified T. brucei MetRS, ATP depletion, Kinase-Glo luminescence; inhibition, % at 11.9 µM; 0.4% of 360,000 active; AID 624268;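 active = inhibition above a per-plate cutoff of the control wells' mean inhibition plus 3 SD, cut at about 5.5% in these data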;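 also: 0% = DMSO wells median and 100% = median of wells with control inhibitor compound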
#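 Measured by: Kinase-Glo luciferase luminescence reporting remaining unconsumed ATP. Material: purified T. brucei MetRS enzyme. Doses: 11.9 µM compound single dose, 0.9% DMSO. Medium: HEPES buffer containing pyrophosphatase, BSA, spermine, DTT. Times: 15 min preincubation, 2 h reaction, all 25 °C. Reagent: methionine, ATP and bulk E. coli tRNA.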
# FAS TE block: inhibitors of human fatty acid synthase thioesterase domain. P49327. recombinant FAS-TE, OMFH fluorogenic substrate, fluorescence endpoint. inhibition, % at 15 µM. 0.67% of 360,000 active. AID 602261;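 active = compounds whose normalised, plate-corrected inhibition of enzyme fluorescence in the single-dose primary screen is 50% or more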;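 also: 0% = DMSO with enzyme and 100% = substrate without enzyme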
# CSN inh: CSN deneddylation inhibition; Purified CSN, SCF-Nedd8-OG deneddylation, fluorescence polarization; inhibition, % at 12.5 µM; 0.38% of 360,000 active; AID 651999;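 active = pattern-corrected inhibition above about 35%, with an unprinted fluorescence ratio check between 0.5 and 1.5, limit read from the data, passing the limit was not always enough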;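 also: 0% = enzyme with substrate and 100% = substrate without enzyme; some results filed as inactive read as strong as hits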
#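 Test system: purified human Csn5 enzyme expressed in HEK293T cells. Amount: 0.24 nM enzyme. Reagent: SCFSkp2-Nedd8OG substrate at 10 nM final. Schedule: 90 min incubation of compound, enzyme and substrate at room temperature. Detection: fluorescence polarization. Read-out: % inhibition of substrate cleavage by Csn5.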
# E coli Lon inh: inhibits E. coli Lon protease; P0A9M0; purified E. coli Lon protease, fluorescence polarization; inhibition, % at 7.94 µM; 0.42% of 360,000 active; in the data active = inhibition above about 13%, passing the limit was not always enough;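 also: 0% = enzyme with probe and DMSO and 100% = no enzyme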
# Rin1-Abl PPI inh: human Rin1-Abl interaction inhibition. TR-FRET Rin1/Abl binding, biochemical. inhibition, % at 7.35 µM. 0.4% of 360,000 active. AID 588664; in the data active = inhibition above about 5%, passing the limit was not always enough
# MsrA act: bovine methionine sulfoxide reductase A activation; purified bovine MsrA, absorbance read-out; activation, % at 10.6 µM; 0.3% of 360,000 active; in the data active = activation above about 7.5%;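 also: 0% = vehicle and 100% = reference activator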
# MLLE-PAM2 inh: blocks PAM2 peptide binding to the PABP1 MLLE domain; P11940; GST-MLLE / FITC-PAM2 fluorescence polarization; inhibition, % at 20 µM; 0.36% of 360,000 active; in the data active = inhibition above about 35%, passing the limit was not always enough;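 also: plate controls were DMSO wells with GST-MLLE for no effect and wells lacking GST-MLLE protein for full effect; some results filed as inactive read as strong as hits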
# MsrA inh: bovine MsrA inhibition | inhibition, % at 15.5 µM | 0.75% of 360,000 active | purified bovine MsrA, absorbance read-out; in the data active = inhibition above about 4.5%;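 also: 0% = vehicle wells with enzyme and 100% = reference inhibitor wells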
# Starred values were filed as active, the others as inactive; i = inactive; · = no result given; + = active, no number.
(1) Cc1ccnn1CC(=O)N/N=C/c1ccco1
(2) Cc1ccc(C)c(S(=O)(=O)Nc2ccc(C(=O)NCCCN3CCOCC3)cc2)c1
(3) O=C(Cc1ccccc1)N1CCN(C(=O)c2ccc([N+](=O)[O-])cc2)CC1
(4) Cc1cc(C(=O)COC(=O)c2n[nH]c(=O)c3ccccc23)c(C)n1C(C)C
(5) O=C(NCc1cccnc1)c1cc(C2CCCN(C(=O)c3cccs3)C2)on1 (centres undefined)
(6) Cc1c(C(=O)N2CCN(CCc3ccccc3)CC2)oc2ccccc12
assay / entry,1,2,3,4,5,6
Neddylation inh,i,i,i,i,i,i
TbMetRS inhib,-0.4,-0.6,-0.4,-0.5,-0.1,-1.1
FAS TE block,-10,-8,-7,5,-3,8
CSN inh,0,0,2,-4,3,0
E coli Lon inh,-6,4,-13,5,-16,9
Rin1-Abl PPI inh,1,-1,-4,0,-2,3
MsrA act,-3,-3,-4,-10,-2,1
MLLE-PAM2 inh,7,4,4,1,5,4
MsrA inh,-0.6,-0.4,0.7,-0.1,0.7,-0.6

# Down the list, as entered above.
# E coli Lon inh, compounds 1 to 6, in order: -6, 4, -13, 5, -16, 9
# MsrA inh, compounds 1 to 6, in order: -0.6, -0.4, 0.7, -0.1, 0.7, -0.6
# MsrA act, compounds 1 to 6, in order: -3, -3, -4, -10, -2, 1

# Further entries:
(7) CCOc1ccc(C(C(=O)NCC2CCCO2)N(C(=O)c2snc(C(N)=O)c2N)c2ccc(F)cc2)cc1 (centres undefined)
(8) O=C(CSc1nc2cc(Cl)ccc2s1)NCc1ccc2c(c1)OCO2
(9) Nc1c(C(=O)c2ccccc2)sc2nsc(SCCN3CCCC3)c12
(10) CS(=O)(=O)N(CC(=O)N1CCCC1)c1cccc(Cl)c1Cl
(11) CCc1cccc(C)c1NC(=O)COC(=O)Cc1ccsc1
(12) Cc1cc(C)c(/C=C(\C#N)S(=O)(=O)c2ccccc2)[nH]1
assay / entry,7,8,9,10,11,12
Neddylation inh,·,i,i,i,i,i
TbMetRS inhib,-0.2,-0.8,-0.2,-0.5,-0.9,-0.6
FAS TE block,10,14,-12,-6,-7,2
CSN inh,1,-13,25,4,-11,2
E coli Lon inh,3,-3,-140,-3,-5,7
Rin1-Abl PPI inh,2,1,-11,-1,-1,1
MsrA act,-5,-10,3,0,-8,0
MLLE-PAM2 inh,1,-4,-28,0,-4,-12
MsrA inh,1.0,-0.4,2.5,1.6,0.8,0.1

(13) O=C(C1=C[C@@H](c2ccccc2)C[C@@H](OCCCCO)O1)N1CCN(Cc2ccc3c(c2)OCO3)CC1
(14) O=C(C[n+]1ccc(C(=O)c2ccccc2)cc1)Nc1ccccc1OC(F)F
(15) Cc1onc(-c2c(F)cccc2Cl)c1-c1nnc(-c2ccc(C(F)(F)F)cc2)o1
(16) NS(=O)(=O)c1ccc2nc(NC(=O)C3=COCCO3)sc2c1
(17) Cc1ccc(S(=O)(=O)NC(=O)Nn2c(C)nnc2C)cc1
(18) CCC1CCCCN1CCNC(=O)C1CCN(S(=O)(=O)c2c(C)noc2C)CC1 (centres undefined)
assay / entry,13,14,15,16,17,18
Neddylation inh,i,i,i,i,i,i
TbMetRS inhib,0.8,-0.3,1.6,-0.4,0.4,-0.5
FAS TE block,-8,-13,28,-4,-6,-5
CSN inh,1,1,-8,4,-4,1
E coli Lon inh,-10,-6,-1,-7,3,-14
Rin1-Abl PPI inh,1,2,6,0,-3,2
MsrA act,3,-1,-2,-3,-5,-4
MLLE-PAM2 inh,7,-127,5,10,-8,1
MsrA inh,0.6,0.6,0.4,2.2,-1.3,0.9

(19) O=C(NC1CCCc2ccccc21)C1CCN(S(=O)(=O)c2ccccc2)CC1 (centres undefined)
(20) COc1ccc(N2CCN(Cc3nc4c(c(=O)[nH]c(=O)n4C)n3Cc3cccc(Cl)c3)CC2)cc1
(21) Nc1ccc(O)cc1C(=O)OCC(=O)c1ccc(C2CCCCC2)cc1
(22) O=C(Nc1nccs1)c1cc(-c2ccccc2)nc2ccccc12
(23) O=C(CSc1nnc(-c2ccccc2F)n1C1CC1)N1CCCC1
(24) CSCCC(NS(=O)(=O)c1ccc(C)cc1)C(=O)N1CCCCCCC1 (centres undefined)
assay / entry,19,20,21,22,23,24
Neddylation inh,i,i,+,i,i,i
TbMetRS inhib,0.7,-0.6,-0.3,0.5,0.2,-0.1
FAS TE block,3,22,28,19,-4,0
CSN inh,-5,3,4,-5,5,1
E coli Lon inh,-3,-9,1,-2,2,-16
Rin1-Abl PPI inh,2,4,3,-1,3,1
MsrA act,-4,-4,-4,-5,-2,-1
MLLE-PAM2 inh,1,2,1,5,12,2
MsrA inh,0.0,-1.1,0.0,2.2,-0.5,0.9

(25) Cc1nn(-c2cc(C(F)(F)F)ccn2)c(=O)o1
(26) COc1ccc(CNC(=O)C2(C)Cc3c(-c4ccc(N(C)C)cc4)ccnc3O2)cc1OC (centres undefined)
(27) CC1CCCCC1NC(=O)C1CCC(CNS(=O)(=O)c2ccc(F)cc2)CC1 (centres undefined)
(28) C/C(=N\NC(=O)c1cc(-c2ccc(C)s2)[nH]n1)c1ccncc1
(29) CCCCNC(=S)NNC(=O)C12CC3CC(CC(C3)C1)C2
(30) COc1ccc(C2CCCCCN2C(=O)C2CCN(S(=O)(=O)c3ccc(C)cc3)CC2)cc1 (centres undefined)
assay / entry,25,26,27,28,29,30
Neddylation inh,i,·,i,i,i,i
TbMetRS inhib,-0.3,0.0,0.5,-0.4,-1.1,-0.1
FAS TE block,-3,-2,-14,-6,-1,3
CSN inh,-1,-2,4,5,-10,2
E coli Lon inh,-2,-8,-3,-9,1,-7
Rin1-Abl PPI inh,-1,-2,2,4,1,0
MsrA act,-4,-4,-2,-3,-11,-3
MLLE-PAM2 inh,-3,2,2,-16,-29,12
MsrA inh,-0.5,0.3,0.5,-0.4,0.9,1.2

(31) CC(C)c1cc(N=O)cc(C(C)C)c1O
(32) CC(C)[C@H](NC(=O)C1CC(=O)N(c2ccc3c(c2)OCO3)C1)C(=O)NC1CCCC1 (some centres undefined)
(33) CCCCn1c(NCc2ccccn2)nc2ccccc21
(34) COc1cccc(NC(=O)CN(C)C(=O)c2c(-c3c(F)cccc3Cl)noc2C)c1
(35) COC(=O)c1sc2nc(-c3ccccc3)nc(N3CCN(C)CC3)c2c1C
(36) O=C(NC1CCN(Cc2ccccc2)CC1)c1cc(S(=O)(=O)N2CCOCC2)ccc1Cl
assay / entry,31,32,33,34,35,36
Neddylation inh,i,i,i,i,i,i
TbMetRS inhib,-0.6,0.3,0.7,-0.3,-0.8,-0.3
FAS TE block,-137,-4,-8,-1,5,-5
CSN inh,-5,1,2,5,3,2
E coli Lon inh,11,12,0,-7,6,2
Rin1-Abl PPI inh,1,0,-3,0,-4,3
MsrA act,-3,-1,-4,-10,-2,-4
MLLE-PAM2 inh,-1,32,3,-3,15,-3
MsrA inh,1.5,-0.2,-0.9,-1.1,0.4,0.5

# In a second layout: results already given.
# Results follow in this order: Neddylation inh | TbMetRS inhib | FAS TE block | CSN inh | E coli Lon inh | Rin1-Abl PPI inh | MsrA act | MLLE-PAM2 inh | MsrA inh
(1) Cc1ccnn1CC(=O)N/N=C/c1ccco1
  i | -0.4 | -10 | 0 | -6 | 1 | -3 | 7 | -0.6
(2) Cc1ccc(C)c(S(=O)(=O)Nc2ccc(C(=O)NCCCN3CCOCC3)cc2)c1
  i | -0.6 | -8 | 0 | 4 | -1 | -3 | 4 | -0.4
(3) O=C(Cc1ccccc1)N1CCN(C(=O)c2ccc([N+](=O)[O-])cc2)CC1
  i | -0.4 | -7 | 2 | -13 | -4 | -4 | 4 | 0.7
(4) Cc1cc(C(=O)COC(=O)c2n[nH]c(=O)c3ccccc23)c(C)n1C(C)C
  i | -0.5 | 5 | -4 | 5 | 0 | -10 | 1 | -0.1
(5) O=C(NCc1cccnc1)c1cc(C2CCCN(C(=O)c3cccs3)C2)on1 (centres undefined)
  i | -0.1 | -3 | 3 | -16 | -2 | -2 | 5 | 0.7
(6) Cc1c(C(=O)N2CCN(CCc3ccccc3)CC2)oc2ccccc12
  i | -1.1 | 8 | 0 | 9 | 3 | 1 | 4 | -0.6
(7) CCOc1ccc(C(C(=O)NCC2CCCO2)N(C(=O)c2snc(C(N)=O)c2N)c2ccc(F)cc2)cc1 (centres undefined)
  · | -0.2 | 10 | 1 | 3 | 2 | -5 | 1 | 1.0
(8) O=C(CSc1nc2cc(Cl)ccc2s1)NCc1ccc2c(c1)OCO2
  i | -0.8 | 14 | -13 | -3 | 1 | -10 | -4 | -0.4
(9) Nc1c(C(=O)c2ccccc2)sc2nsc(SCCN3CCCC3)c12
  i | -0.2 | -12 | 25 | -140 | -11 | 3 | -28 | 2.5
(10) CS(=O)(=O)N(CC(=O)N1CCCC1)c1cccc(Cl)c1Cl
  i | -0.5 | -6 | 4 | -3 | -1 | 0 | 0 | 1.6
(11) CCc1cccc(C)c1NC(=O)COC(=O)Cc1ccsc1
  i | -0.9 | -7 | -11 | -5 | -1 | -8 | -4 | 0.8
(12) Cc1cc(C)c(/C=C(\C#N)S(=O)(=O)c2ccccc2)[nH]1
  i | -0.6 | 2 | 2 | 7 | 1 | 0 | -12 | 0.1
(13) O=C(C1=C[C@@H](c2ccccc2)C[C@@H](OCCCCO)O1)N1CCN(Cc2ccc3c(c2)OCO3)CC1
  i | 0.8 | -8 | 1 | -10 | 1 | 3 | 7 | 0.6
(14) O=C(C[n+]1ccc(C(=O)c2ccccc2)cc1)Nc1ccccc1OC(F)F
  i | -0.3 | -13 | 1 | -6 | 2 | -1 | -127 | 0.6

# Continuation:
(37) Cc1noc(C)c1CSCC(=O)N(CC(C)C)c1c(N)n(Cc2ccccc2)c(=O)[nH]c1=O
(38) COc1ccc(C(CNC(=O)COc2ccc(F)cc2Cl)N2CCOCC2)cc1 (centres undefined)
(39) O=C(CSc1ccc(Cl)cc1)Nc1ccc(N2CCN(C(=O)c3ccc(Cl)cc3)CC2)cc1
(40) CSCC[C@H](NC(=O)c1cccs1)C(=O)N1CCC2(CC1)NCCc1[nH]cnc12
(41) CCOC(=O)C1=CNS(=O)(=O)NC1CCc1ccccc1 (centres undefined)
(42) CCCCOc1ccc(-c2nnn(C(C)(C)C(=O)OC)n2)cc1
assay / entry,37,38,39,40,41,42
Neddylation inh,i,i,i,i,i,i
TbMetRS inhib,-0.3,-0.5,0.0,0.1,-2.5,-0.1
FAS TE block,-1,-2,1,-5,-1,18
CSN inh,2,-7,0,3,2,-1
E coli Lon inh,3,2,-2,7,-13,-1
Rin1-Abl PPI inh,0,2,-1,0,1,1
MsrA act,-1,-7,1,-1,-7,-4
MLLE-PAM2 inh,-15,13,3,0,-5,3
MsrA inh,0.8,0.0,0.1,-0.1,1.1,1.0

(43) COc1ccc(CC(=O)NCc2ccccc2)cc1
(44) O=[N+]([O-])c1ccccc1S(=O)(=O)N1CCSCC1
(45) COc1ccc(Cl)cc1NS(=O)(=O)c1cccc(C(=O)NCC(c2ccco2)N(C)C)c1 (centres undefined)
(46) Cc1cc(=O)nc2c3ccccc3n(C(C)C(=O)NCCC(C)C)n12 (centres undefined)
(47) O=C(CNC(=O)C12CC3CC(CC(C3)C1)C2)OCC(=O)N1CCCCC1
(48) Cc1[nH]ccc(=O)c1Cc1c(Cl)cccc1Cl
assay / entry,43,44,45,46,47,48
Neddylation inh,i,i,i,i,i,i
TbMetRS inhib,-0.7,0.2,-0.2,-0.8,-0.5,0.1
FAS TE block,-5,2,-2,-4,-7,-3
CSN inh,-4,-1,-1,0,-4,1
E coli Lon inh,2,-2,-3,-9,-12,-1
Rin1-Abl PPI inh,-5,3,2,0,-1,2
MsrA act,-2,-2,0,-9,-1,-2
MLLE-PAM2 inh,-4,1,-11,5,-3,2
MsrA inh,-1.2,-0.3,0.1,-0.2,0.3,-1.3
